GLD-1 TGE inh: GLD-1-TGE RNA interaction inhibition (C. elegans). Q17339. purified GLD-1 + fluorescein TGE RNA, fluorescence polarization. inhibition, % at 5.96 µM. hit rate 0.44% among 320,000;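 active = percent inhibition above a per-plate cutoff, the plate mean of test compounds plus 3 SD, cut at about 30% in these data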;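 note: 0% = DMSO wells with GLD-1 and probe and 100% = wells lacking GLD-1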
Target sequence (Q17339 whole entry, looked up): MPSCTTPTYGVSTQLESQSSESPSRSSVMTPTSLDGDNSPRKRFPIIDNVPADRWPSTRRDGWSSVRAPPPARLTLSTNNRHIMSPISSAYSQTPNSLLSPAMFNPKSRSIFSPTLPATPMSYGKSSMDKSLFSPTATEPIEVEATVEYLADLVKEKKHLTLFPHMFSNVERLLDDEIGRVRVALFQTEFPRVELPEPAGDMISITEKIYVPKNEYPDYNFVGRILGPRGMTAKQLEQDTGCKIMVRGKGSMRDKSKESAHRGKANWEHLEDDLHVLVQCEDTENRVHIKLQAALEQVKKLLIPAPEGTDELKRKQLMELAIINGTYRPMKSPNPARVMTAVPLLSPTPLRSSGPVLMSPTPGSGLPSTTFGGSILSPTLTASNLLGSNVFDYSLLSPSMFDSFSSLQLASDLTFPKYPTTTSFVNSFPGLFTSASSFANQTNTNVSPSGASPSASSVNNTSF
ZTA counter: counter-screen for EBNA-1 inhibitors: inhibitors of Epstein-Barr virus ZTA; ZTA-DNA binding, fluorescence polarization; AID 2234; P03206; hit rate 0.15% among 320,000; inhibition, % at 11 µM; in the data active = inhibition above about 33%
Target sequence (P03206 whole entry, looked up): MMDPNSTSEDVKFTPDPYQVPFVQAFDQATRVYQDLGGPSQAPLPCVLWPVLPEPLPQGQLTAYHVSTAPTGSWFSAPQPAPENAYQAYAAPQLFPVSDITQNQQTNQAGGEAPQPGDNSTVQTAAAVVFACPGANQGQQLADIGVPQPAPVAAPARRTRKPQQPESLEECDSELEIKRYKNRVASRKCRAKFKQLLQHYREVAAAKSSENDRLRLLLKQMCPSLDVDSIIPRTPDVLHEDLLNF
Fam108B inh: counter-screen for RBBP9 inhibitors: inhibitors of mouse Fam108B | AID 1947 | recombinant Fam108B, FP-Rh probe fluorescence polarization | hit rate 0.33% among 300,000 | inhibition, % at 9.51 µM;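 active = inhibition above the screen mean inhibition plus 3 SD, computed separately per campaign, cut at about 18% in these data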;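 note: inhibitors lower polarization as less probe binds the enzyme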
EBNA-1 inhibitor: blocks EBNA-1 binding to DNA; EBNA-1 DNA binding, fluorescence polarization; inhibition, % at 14.8 µM; hit rate 0.34% among 300,000; in the data active = inhibition above about 28%
MCL1-BIM inh: MCL1-BIM-BH3 interaction inhibition (human); Q07820; inhibition, % at 10.9 µM; GST-MCL1 / FITC-Bim-BH3 fluorescence polarization; AID 2057; hit rate 0.68% among 320,000;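 active = inhibition above the mean inhibition of all tested compounds plus 3 SD, set per campaign, cut at about 40% in these data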;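 note: 0% = DMSO wells and 100% = unlabeled Bim-BH3 peptide control; higher means more loss of mP so more displacement of Bim peptide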
Target sequence (Q07820 whole entry, looked up): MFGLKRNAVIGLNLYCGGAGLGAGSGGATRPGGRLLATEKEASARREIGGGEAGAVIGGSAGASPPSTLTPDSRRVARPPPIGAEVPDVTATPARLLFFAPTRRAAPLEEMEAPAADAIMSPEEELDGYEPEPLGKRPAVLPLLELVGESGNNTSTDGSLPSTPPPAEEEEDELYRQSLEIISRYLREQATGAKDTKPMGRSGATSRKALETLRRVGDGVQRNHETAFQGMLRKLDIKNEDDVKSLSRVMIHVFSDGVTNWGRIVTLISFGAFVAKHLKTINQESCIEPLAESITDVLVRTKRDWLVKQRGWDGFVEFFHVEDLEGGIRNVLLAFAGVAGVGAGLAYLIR
Bcl-xL primary: Bcl-xL (human) inhibition | hit rate 0.7% among 320,000 | Q07817 | inhibition, % at 10.9 µM | AID 2129 | GST-Bcl-xL / FITC-Bim BH3 peptide fluorescence polarization;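 active = inhibition above the mean of all tested compounds plus 3 SD, cutoff set per campaign, cut at about 30% in these data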;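 note: 0% = DMSO wells and 100% = unlabeled Bim-BH3 peptide competitor; inhibitors lower millipolarization by displacing the labeled peptide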
Efflux pump inh: blocks antifungal efflux pumps in multiplex yeast assay. S. cerevisiae Candida pump triplex, Nile Red efflux. inhibition, % at 10 µM. hit rate 0.44% among 330,000. AID 485275;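 active = plate passing quality check with inhibition over a set limit, or well fluorescence over plate mean plus 4 SD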;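 note: Nile Red retained in pooled yeast measured as flow cytometry median fluorescence; 0% = buffer negative control and 100% = Enniatin B positive control; higher means more Nile Red kept so more efflux inhibition; some compounds called inactive have numbers as strong as hits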
Yeast superoxide: caloric restriction mimetics inhibiting age-related superoxide in yeast. S. cerevisiae aged cells, superoxide DHE fluorescence; hits give low values. hit rate 0.18% among 330,000. superoxide response (% of plate mean), % at 10 µM;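 active = superoxide response under a set limit, about three screen SD below normal, cut at about 65% in these data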;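 note: yeast aged for seven days with compound at 30 °C before DHE staining; 100% = average MFI of all compound-treated wells on the plate with controls excluded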
MEX-5 binding: C. elegans MEX-5 TCR-2 RNA binding activity; Q9XUB2; MEX-5/FITC-TCR2 RNA binding, fluorescence polarization; hits give low values; activity score (negative = inhibition of binding), % at 10 µM; hit rate 0.38% among 300,000; AID 1832;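 active = inhibition past about -25% in most replicates, and total fluorescence under double the plate's negative control median, limit read from the data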;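 note: 0% = DMSO and -100% = 5 µM competing unlabeled TCR2 RNA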
* marks the source's active call; other numbers are inactive results; . = not tested or not shown; & = joins results of further samples.

SMILES	GLD-1 TGE inh	ZTA counter	Fam108B inh	EBNA-1 inhibitor	MCL1-BIM inh	Bcl-xL primary	Efflux pump inh	Yeast superoxide	MEX-5 binding
CC1(C(=O)NCCCN2CCOCC2)Oc2cccnc2NC1=O (stereo not given)	2	-5	5	15	9	7	-0.3	105	2.2
Cc1ccc2nc(N/C(=N/S(=O)(=O)c3ccc(F)cc3)c3ccccc3)sc2c1	2	-14	0	-5	9	6	-0.2	79	-2.1
COc1cccc(NC(=O)[C@H](CC(C)C)NC(=O)[C@@H]2Cc3ccccc3CN2)c1	3	-4	-8	-15	0	1	0.0	90	-1.6
COc1ccccc1O	2	8	0	9	1	1	-0.1	92	2.7
Cc1cccc(C(=O)NNC2=CC(=O)CC(C)(C)C2)c1O	30	5	0	6	16	17	-0.1	92	1.7
COc1cc(OC)c(OC)cc1CN1CCN(Cc2ccco2)CC1	4	-3	-2	1	1	5	0.0	94	-0.1
CCC1(c2ccccc2)NC(=O)N(CC(=O)Nc2ccc(N3CCCC3)cc2C)C1=O (stereo not given)	1	2	6	-17	2	3	0.2	100	-4.2
CC(=O)N/C(=C\c1ccccc1)C(=O)OCC(=O)N(C)C1CCCCC1	1	-7	5	3	1	8	-0.1	103	-1.8
O=C(N/N=C/c1ccc(O)c(O)c1)NC12CC3CC(CC(C3)C1)C2	4	-5	1	-19	35	12	0.0	145	-4.5
COc1ccc2c(c1)[C@H]1[C@H](CO2)[C@H](c2ccccc2)[C@]2(C)C(=O)N[C@@H](C)C(=O)N12	1	7	.	.	-2	4	-0.1	95	.
Fc1ccccc1/C=N/Nc1cc(N2CCCCC2)ncn1	5	3	2	5	3	2	0.0	97	0.1
O=C(NC(=O)N1CCN(c2ccccc2F)CC1)c1ccccc1	0	2	0	-14	6	3	0.1	108	-5.3
Cc1ccc(C2=Nc3ccccc3N=C(C(Cl)Cl)C2)cc1	0	13	2	-2	0	8	-0.1	116	0.6
COc1ccc(C(=O)NC2CC2)cc1OC1CCN(C(C)CSC)CC1 (stereo not given)	15	-14	9	-6	27	31*	-0.1	121	-12
CC(=O)c1cc(C#N)c(SCc2ccc([N+](=O)[O-])cc2)nc1C	-2	-7	-2	1	-1	1	0.0	94	-0.6
CN(c1ccc(O)cc1)c1nc(-c2cccs2)cs1	2	8	3	-2	0	-6	0.1	94	0.6
Cc1ccc(N(CC(=O)NC2CCCCC2)C(=O)CNC(=O)c2ccco2)cc1C	4	2	4	-4	-7	6	0.3	101	-0.9
O=C(Nc1ccc(Cl)c(C(F)(F)F)c1)N1CCCC(O)C1 (stereo not given)	1	9	1	-7	3	4	-0.1	84	-0.2
O=C(c1cc([N+](=O)[O-])ccc1N1CCCCC1)N1CCc2ccccc21	3	2	-3	14	-1	8	0.0	117	0.2
Cc1nn(CC(=O)N2CC(=O)Nc3ccccc32)c(C)c1[N+](=O)[O-]	4	0	3	-4	-4	3	-0.1	108	-3.7
Cc1ccc(NC(=O)c2ccc3[nH]c(=O)c(=O)[nH]c3c2)nc1	5	18	-3	6	16	13	0.3	115	-4.6
COc1cc(OC)c(C2SCCN2S(=O)(=O)c2ccc(F)cc2)cc1OC (stereo not given)	-10	0	2	-3	-2	1	0.0	106	1.2
CCCN(CC(=O)Nc1ccc(Cl)cc1Cl)C(=O)/C=C/c1ccco1	5	11	-3	4	4	5	0.0	97	2.3
Cn1c(Cn2cnc3ccccc32)nc2ccccc21	4	-3	1	0	10	5	0.0	87	-1.5
O=C(CCN1C(=O)c2ccccc2C1=O)Nc1cccc(S(=O)(=O)N2CCCCC2)c1	4	16	-2	8	2	2	0.0	108	-3.0
CCOc1cccc(=O)c2c(C)oc(C)c12	16	-24	-1	-12	17	14	0.0	82	-4.6
Cc1nc2ccc([N+](=O)[O-])cc2c(=O)n1Cc1ccccc1Br	7	8	-2	9	1	4	0.2	101	1.1
O=C(NC1CCCC1)C(c1cccs1)N(CC1CCCO1)C(=O)Cc1cccs1 (stereo not given)	9	1	-6	-2	9	7	0.1	95	1.3
CCS(=O)(=O)N1Cc2ccccc2CC1C(=O)Nc1ccc(F)c(F)c1 (stereo not given)	9	-13	3	-1	-19	-2	-0.3	110	0.4
COc1ccc(CNC(=O)COC(=O)c2ccc(Br)cc2)cc1	0	7	-1	3	2	33*	0.0	74	1.0
COC(=O)c1cc2occc2n1CC(=O)Nc1cc(OC)cc(OC)c1	-1	-7	-4	4	5	5	-0.1	94	-1.4
Cc1ccc2nc(Cl)nc(-c3ccccc3)c2c1	-2	-15	0	-6	-6	-6	-0.1	95	0.2
COc1cccc(NC(=O)N2C3CCCC2CC(NC(=O)C(C)(C)C)C3)c1 (stereo not given)	1	8	-1	0	3	6	-0.1	99	-0.8
C[C@@H](NC(=O)CN1C(=O)c2ccccc2S1(=O)=O)c1ccccc1	5	6	1	-10	0	2	-0.1	103	-0.5
O=C(/C=C/c1ccc(Cl)c(Cl)c1)NCCCn1ccnc1	5	-4	6	1	-5	-2	-0.2	96	2.2
Cc1ccc(N=Cc2c(O)c3ccccc3oc2=O)cc1F	7	6	3	6	4	4	-0.1	102	0.4
O=C(CSc1nc2ccc(NC(=O)C3CCCCC3)cc2s1)NCC1CCCO1 (stereo not given)	-4	-4	2	-11	7	-1	0.2	107	-1.1
Cc1ccsc1-c1cc(C(=O)O)c2c(ccc3ccccc32)n1	22	-6	-3	6	19	16	-0.1	101	-0.1
COc1ccc(S(=O)(=O)N2CCCCC2)cc1NC(=O)CSc1ncnc2ccccc12	-6	-7	-4	-3	-6	1	-0.1	120	2.1
CCOc1ccccc1N(CC(=O)N/N=C(\C)c1cccc(Br)c1)S(C)(=O)=O	1	-5	-1	2	10	8	-0.1	99	-1.1
COC(=O)C1=C(Nc2ccc(OC)cc2)C=C(C)C(C(=O)OC)C1c1ccc(C)cc1 (stereo not given)	0	-1	6	-9	3	3	0.3	103	-0.8
COc1ccccc1C(=O)NCCNc1ccc([N+](=O)[O-])cc1Cl	-4	8	1	-7	6	0	0.1	105	2.2
CCOc1cc(NC(=S)NCCCN2CCOCC2)c(OCC)cc1NC(=O)c1ccco1	5	-2	4	4	7	1	-0.1	107	-2.1
C=C(C)C(=O)Nc1cccc(C2=NOC3(C2)C[C@H](C(N)=O)N(C(=O)/C=C/C)C3)c1 (stereo not given in full)	1	19	-2	4	-26	-2	0.1	99	-0.2
CN(CCc1ccccn1)C(=O)CCC1CCCN(C(=O)c2ccsc2)C1 (stereo not given)	9	-1	1	3	4	1	0.0	84	0.3

A draw from above in order of number of heavy atoms, falling.
SMILES	GLD-1 TGE inh	ZTA counter	Fam108B inh	EBNA-1 inhibitor	MCL1-BIM inh	Bcl-xL primary	Efflux pump inh	Yeast superoxide	MEX-5 binding
COc1ccc(S(=O)(=O)N2CCCCC2)cc1NC(=O)CSc1ncnc2ccccc12	-6	-7	-4	-3	-6	1	-0.1	120	2.1
COc1ccccc1C(=O)NCCNc1ccc([N+](=O)[O-])cc1Cl	-4	8	1	-7	6	0	0.1	105	2.2
Cc1ccsc1-c1cc(C(=O)O)c2c(ccc3ccccc32)n1	22	-6	-3	6	19	16	-0.1	101	-0.1
Cc1ccc(N=Cc2c(O)c3ccccc3oc2=O)cc1F	7	6	3	6	4	4	-0.1	102	0.4

(continued)
SMILES	GLD-1 TGE inh	ZTA counter	Fam108B inh	EBNA-1 inhibitor	MCL1-BIM inh	Bcl-xL primary	Efflux pump inh	Yeast superoxide	MEX-5 binding
CCOC(=O)N1CCN(c2c(N3CCN(c4ccccc4F)CC3)c(=O)c2=O)CC1	10	0	3	6	-8	7	0.1	94	-0.5
C=CCn1c(SCCCC)nc(O)cc1=O	6&3	-6&-2	-1&-1	3&-6	12&-1	2&1	-0.2&0.0	95&104	0.0&0.8
Nc1nnc(Sc2ccc(Cl)cc2[N+](=O)[O-])s1	7	-11	-2	-5	2	0	-0.1	131	2.3
Cc1ccc2oc(=O)cc(CN3CCCCC3)c2c1	-10	-3	3	-10	-1	-2	0.1	106	-0.1
Cc1ccccc1Cn1nc(C)c(NC(=O)c2ccccc2)c1C	1	-29	-3	-7	-1	3	-0.1	99	-0.2
O=C(Nc1cccn(Cc2c(Cl)cccc2Cl)c1=O)c1ccccc1Cl	1	6	-1	11	0	3	-0.1	98	0.1
CN(CC(=O)Nc1cccc(F)c1)C(=O)c1ccc(N2CCCCCC2)c([N+](=O)[O-])c1	-4	-3	-1	9	-9	-8	0.0	80	-2.5
COc1ccc(-c2nsc3c(N4CCCCC4)ncnc23)cc1	6	13	0	2	5	6	0.0	98	0.8
CCOc1cccc(N2C(=O)CC(N3CCN(c4nc5ccccc5s4)CC3)C2=O)c1 (stereo not given)	2	-1	-2	-3	-1	7	0.1	96	1.6
CCc1ccc(OCC(=O)N(C)C)c(Br)c1	-5	7	-1	-4	-1	5	0.1	101	-1.7
CC(C)NC(=O)NC(=O)COC(=O)c1ccccc1O	-4	6	-3	4	7	6	0.0	94	2.6
O=C(c1ccc2c(c1)OCO2)N(c1ccc(Cl)cc1)C1C=CS(=O)(=O)C1 (stereo not given)	-8	-7	9	-1	0	1	0.1	117	-0.2
Cc1nc(N)[nH]c(=O)c1CC(=O)OCCCl	1	-7	0	10	-7	2	-0.1	100	-1.0
COc1ccc(CCNC(=O)CCNS(=O)(=O)c2cc(Br)cnc2N)cc1OC	1	0	1	8	5	6	0.0	101	-0.2
Cc1nn(-c2ccc(F)cc2)c(C)c1NS(=O)(=O)c1ccc(Cl)cc1	5	5	-4	2	1	4	0.1	106	-2.1
CC(C)c1ncc(C(O)c2ccccc2)n1C (stereo not given)	-6	11	-1	-6	4	2	0.3	102	0.2
O=C(CN1C(=O)C2C3C=CC(C4CC34)C2C1=O)OCC(=O)c1ccccc1 (stereo not given)	-4	14	6	-1	12	7	0.1	98	0.3
Cc1ccccc1C(=O)Oc1ccccc1N1C(=O)C2CC=CCC2C1=O (stereo not given)	1	-31	-1	3	-1	2	-0.6	107	2.8
Cc1c(C(c2ccc(F)cc2)c2c(C)n(C)n(-c3ccccc3)c2=O)c(=O)n(-c2ccccc2)n1C	2	-9	0	-11	15	6	0.0	94	0.0
O=C(Cn1cccc1)N1CCN(c2ccc(F)cc2)CC1	4	0	-2	-6	8	4	-0.1	95	1.5
Cc1nn(-c2ccccc2)c2c1C1(C(=O)N(C(C)C)c3ccccc31)C(C#N)=C(N)O2 (stereo not given)	3	-2	0	-6	3	5	0.2	86	0.1
CC1(C(=O)Nc2nc3ccc(S(C)(=O)=O)cc3s2)CC1(Cl)Cl (stereo not given)	4	-8	4	3	4	5	0.0	104	0.8
CCn1c(CNc2ccc(C(=O)O)cc2)nc2ccccc21	3	21	-1	9	-2	0	-0.1	102	2.5
c1ccc(-c2nc(-c3ccccn3)nc(-c3ccccn3)n2)nc1	6	4	3	-3	16	8	0.1	121	-39*
COC(=O)/C=c1/s/c(=C(\C#N)C(=O)NCc2ccco2)n(-c2ccccc2)c1=O	-12	4	-2	-1	-17	-14	0.0	90	2.2
COc1ccc(CCNC(=O)CNS(=O)(=O)c2ccc(N(C)C)c([N+](=O)[O-])c2)cc1OC	-5	-8	-3	-22	-10	6	2.8	65*	-0.2
COc1ccc2ccccc2c1CN1CCN(Cc2ccccc2)CC1	-1	-4	-1	0	5	6	-0.1	108	1.5
CC(=O)Nc1ccccc1C(=O)N1CCN(Cc2ccc3c(c2)OCO3)CC1	7	-1	-3	4	6	6	0.1	92	-0.8
CN1CCN(S(=O)(=O)c2ccc(NC(=O)c3csc4ccccc34)cc2)CC1	1	-13	-4	-5	6	0	0.4	113	-1.8
NC(=O)c1c(NC(=O)CSc2nnc(-c3ccco3)n2-c2ccccc2)sc2c1CCC2	3	17	3	14	29	8	0.1	99	0.7

Source: PubChem
